# KCNQ2 block: KCNQ2 potassium channel inhibitors, primary screen, cell-based, CHO-K1, FluxOR thallium flux, B-score (AID 2156) | Potassium voltage-gated channel subfamily KQT member 2 (Rattus norvegicus), O88943 | 20 min; active compounds read low | B-score at 10 µM | 1.1% of 310,000 active;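 active = fluorescence ratio B-score at most minus 3 library SDs, with starting brightness B-score within 2 library SDs, cut at about -5.5 in these data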
# Kir21 block: inhibitors of mouse Kir2.1 inward-rectifier potassium channel. Inward rectifier potassium channel 2 (Mus musculus), P35561. 0.85% of 310,000 active. AID 1672, 2009. B-score at 10 µM. HEK293-Kir2.1, FluxOR thallium flux fluorescence; active compounds read low;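 active = fluorescence ratio B-score at or below minus 3 SD of library scores, with starting-brightness B-score within 2 SD, cut at about -4.2 in these data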;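 note: channel flux triggered by added potassium and thallium sulfate stimulus; B-score of peak minus minimum fluorescence over baseline after thallium stimulus; more negative B-score means stronger Kir2.1 block with less thallium influx; some compounds called inactive have numbers as strong as hits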
# Target sequence (P35561 whole entry, looked up): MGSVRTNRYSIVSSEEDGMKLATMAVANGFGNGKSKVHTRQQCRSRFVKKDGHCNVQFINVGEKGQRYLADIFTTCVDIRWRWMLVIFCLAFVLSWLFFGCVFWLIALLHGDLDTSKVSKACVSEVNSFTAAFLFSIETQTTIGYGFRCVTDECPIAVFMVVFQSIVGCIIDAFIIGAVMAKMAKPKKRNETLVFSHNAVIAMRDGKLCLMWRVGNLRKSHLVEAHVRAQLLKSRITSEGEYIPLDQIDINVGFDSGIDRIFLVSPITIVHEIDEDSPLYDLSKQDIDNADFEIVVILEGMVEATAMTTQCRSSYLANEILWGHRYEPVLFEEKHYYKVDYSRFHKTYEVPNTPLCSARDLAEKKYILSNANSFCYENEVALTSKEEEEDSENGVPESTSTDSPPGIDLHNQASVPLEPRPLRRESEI
# An asterisk follows results filed as active; i = inactive.
# Values run as follows: KCNQ2 block | Kir21 block
- CCc1nc2ccc(C(=O)O)cc2nc1CC
 : i | -0.61
- N#C/C(=C\c1ccc(-c2cccc([N+](=O)[O-])c2)o1)C(=O)N1CCOCC1
 : i | 0.27
- Cc1cccc(N2CCN(S(=O)(=O)c3ccc4c(c3)n(C)c(=O)c(=O)n4C)CC2C)c1 (stereo not drawn)
 : i | 0.29
- OC1(C#CCN2CCCC2)c2ccccc2-c2ccccc21
 : i | -0.11
- Cn1nc2c3cc(F)ccc3n(Cc3ccc(F)cc3)cc-2c1=O
 : i | 0.39
- Cc1nn(C)c(C)c1C(C)NC(=O)c1ccc(OC2CCN(Cc3ccccn3)CC2)cc1 (stereo not drawn)
 : i | 1.05
- c1ccc(Nc2nnc(SCc3cccc4ccccc34)s2)cc1
 : i | 0.28
- Cc1cccc(OCc2nnc(SCc3cc(=O)[nH]c4ccccc34)n2-c2ccccc2)c1
 : i | -0.01
- COc1ccc(N(CC(=O)N2CCN(c3cccc(C)c3C)CC2)S(=O)(=O)c2c(C)noc2C)cc1
 : i | 1.4
- c1ccc(-n2cccc2)c(N2CCCCC2)c1
 : i | 0.61
- Cc1cc(C(=O)O)ccc1N/C=C1\CCCC(C)C1=O (stereo not drawn)
 : i | 0.21
- Cc1ccc(-n2nc(C)cc2NC(=O)CC#N)cc1
 : i | 1.3
- Cc1ccc(S(=O)(=O)NCC(=O)Nc2ccc3c(c2)OCCO3)cc1
 : i | -0.7
- COc1ccccc1-n1cnnc1SCC(=O)NCc1cccs1
 : i | -1.07
- CCCN1C(=O)/C(=C/c2ccc(C)o2)SC1=Nc1ccc(OCC)cc1
 : i | -1.22
- O=C(COC(=O)C1CC2CCCC(C1)C2=O)Nc1nc(-c2ccc(F)c(F)c2)cs1 (stereo not drawn)
 : i | 0.57
- CCCn1nnc(NC(=O)/C=C/c2ccc(C(C)C)cc2)n1
 : i | -0.4
- COCCOC(=O)c1c(NC(=O)CN2c3ccccc3CC2C)sc(C(N)=O)c1C (stereo not drawn)
 : i | 0.16
- CC1(C)Cc2c(sc3nn[nH]c(=O)c23)CO1
 : i | 0.93
- CCC(=O)N1CCc2nc(-c3ccccc3)sc2C1
 : i | -0.64
- COc1ccc(S(=O)(=O)Nc2ccc(Cl)cn2)c(C)c1C
 : i | -0.01
- O=S(=O)(c1cnccc1N1CCN(/N=C/c2ccc(Cl)cc2)CC1)N1CCCCC1
 : i | -0.11
- CSc1ccc(S(=O)(=O)NCc2ccc(Cl)cc2Cl)cc1
 : i | -1.58
- CCOC(=O)c1c(C)c(C(=O)N2CCN(c3ccc(F)cc3)CC2)c(C)n1C
 : i | 0.49
- c1ccc(CSc2nnnn2-c2ccc3c(c2)OCCO3)nc1
 : i | 0.18
- Cc1c(O)ccc2c(CN(C)Cc3ccccc3)cc(=O)oc12
 : i | 1.1
- COc1ccccc1C1(CC(=O)N2CCCCC2)CCOC(C(C)C)C1 (stereo not drawn)
 : i | -0.01
- COc1ccccc1OCc1ccc(C(=O)n2nc(C)c(Cl)c2C)o1
 : i | -1.01
- COCCn1c(=O)[nH]c2cc(C(=O)Nc3cc(C)cc(C)c3)ccc2c1=O
 : i | -0.7
- COCCCNC(=O)c1ccc(CS(=O)(=O)c2ccc(OC)cc2)o1
 : i | -0.6
- COC(=O)c1cc(-c2c(-c3cc(OC)c(OC)c(OC)c3)noc2C)cc([N+](=O)[O-])c1
 : i | 0.02
- C=C(C)CSc1nnc(-c2cccc(S(=O)(=O)N(C)C)c2)n1-c1cc(OC)ccc1OC
 : i | 0.17
- CC1CCN(S(=O)(=O)c2ccc(NC(=O)CCN3C(=O)c4ccccc4C3=O)cc2)CC1
 : i | -1.32
- CC(C)C(C(=O)Nc1ccncc1)c1ccc(Cl)cc1 (stereo not drawn)
 : i | 1.53
- COCCNC(=O)C(c1cccc(OC)c1)N(C(=O)Cn1nnc2ccccc21)c1cccnc1 (stereo not drawn)
 : i | -0.48
- Cn1ccnc1CN1CCCCC1C(=O)Nc1ccc(Oc2cccnc2)cc1 (stereo not drawn)
 : i | -2.2
- COC(=O)c1ccccc1NC(=O)CCC(=O)N1CC(C)Oc2ccc(C)cc21 (stereo not drawn)
 : i | -0.18
- O=C(CN1C(=O)NC(c2ccccc2)(c2ccccc2)C1=O)Nc1cccnc1Cl
 : i | -1.42
- CC(/C=N/NC(=O)c1cccs1)=C\c1ccco1
 : i | -0.99
- CC(C)Cc1nc2oc3c(NCC4CCCO4)ncnc3c2c2c1CCC2 (stereo not drawn)
 : i | -0.01
- Brc1ccc(CNCCCSc2ncccn2)cc1
 : i | -0.55
- CCN(C(=O)COC(=O)c1cc(-c2ccccc2)nc2c1c(C)nn2-c1ccc(C)cc1)C1CCS(=O)(=O)C1 (stereo not drawn)
 : i | -0.14
- CC(=O)Nc1ccc(S(=O)(=O)N2CCN(S(=O)(=O)c3ccccc3)CC2)cc1
 : i | -0.3
- O=C(CSc1nc(O)cc(=O)n1-c1ccccc1)Nc1ccc2c3c(cccc13)CC2
 : i | -0.51
- COc1ccc(-n2cc(CNCCc3cnc[nH]3)c(-c3cccc(F)c3)n2)cc1
 : i | -1.68
- COc1cc(NC(=O)c2c(-c3ccccc3Cl)noc2C)c2ncccc2c1
 : i | 0.8
- CCN(CC)C(=O)CSc1nnc(SCc2ccc(Cl)cc2)s1
 : i | -1.9
- CCc1cc(CNC(=O)CC2C(=O)NCCN2CC2CCCCC2)on1 (stereo not drawn)
 : i | 0.48
- CC(=O)N(C)c1ccc(NS(=O)(=O)c2cccc3nsnc23)cc1
 : i | -0.36
- O=C(CN1CCOCC1)Nc1ccc(-c2nc3ccccc3[nH]2)cc1
 : i | 1.16
- O=C(NCC(=O)N(Cc1ccccc1)C(C(=O)NCC1CCCO1)c1ccccc1)c1ccco1 (stereo not drawn)
 : i | -0.7
- O=C(O)c1ccc(/C=N/NC(=O)c2cc(-c3cccs3)nc3ccccc23)cc1
 : i | 1.1
- CS(=O)(=O)N1CCN(c2ccccc2NC(=O)c2ccc([N+](=O)[O-])o2)CC1
 : i | -0.09
- Cn1c(=NC(=O)CS(=O)(=O)c2ccc(F)cc2)sc2ccccc21
 : i | -1.41
- C[n+]1ccccc1/C=C/c1ccc(C#N)cc1
 : i | -0.39
- Clc1ccc(-c2nnc3sc(Cc4cccs4)nn23)c(Cl)c1
 : i | 0.31
- COCCN(C(=O)CSc1nc2ccccc2c(=O)n1CC(C)C)c1c(N)n(Cc2ccccc2)c(=O)[nH]c1=O
 : i | -0.92
- COC(=O)CSc1nnc(Cc2ccccc2)n1-c1ccc(C)cc1
 : i | -3.36
- Cc1ccc(SCCC(=O)N2CCC(C)CC2)cc1
 : i | -2.83
- Cc1ccc(CNC(=O)CN(Cc2cccs2)C(=O)C2(C)CC(=O)N=C3C=CC=CN32)cc1 (stereo not drawn)
 : i | 1.11

# Next part.
# Values run as follows: KCNQ2 block | Kir21 block
- C=CCN1C(=O)C(Cc2ccc(SC(F)F)cc2)SC1=Nc1ccc(C(=O)O)cc1 (stereo not drawn)
 : i | -0.51
- Cn1nc(C(=O)NNC(=O)C2CSC3(C)CCC(=O)N23)c2ccccc2c1=O (stereo not drawn)
 : i | -0.14
- Cc1nnc(SCc2nc3ccccc3nc2C)s1
 : i | -1.07
- Cc1ccccc1/C=C/c1cccc[n+]1C
 : i | 0.23
- COc1ccc(OC)c(C2=NOC(C(=O)Nc3ccccc3SC)C2)c1 (stereo not drawn)
 : i | -0.27
- COc1ccc(Cl)cc1N1C(=O)CC(Sc2ccccc2N)C1=O (stereo not drawn)
 : i | -0.97
- Cc1nc2n[nH]c(N)c2c2c1CCCC2
 : i | -0.33
- Nc1ncnc2nc(SCC(=O)Nc3cccc(C(F)(F)F)c3)[nH]c12
 : i | -0.15
- CC1(C(=O)N/N=C/c2ccc3c(c2)OCO3)CC1(Br)Br (stereo not drawn)
 : i | -0.79
- O=C(Cc1ccsc1)NNC(=O)c1ccccc1O
 : i | -0.12
- Nc1nnc(SCC(=O)Nc2cccnc2Cl)s1
 : i | 1.1
- COc1ccc(Nc2nnc(C)c(=O)[nH]2)c(OC)c1
 : i | -1.75
- CN1C(=O)CSc2ccc(NC(=O)Nc3ccccn3)cc21
 : i | 0.02
- COCC1CCN(Cc2cn(Cc3ccccc3)nc2-c2cc3ccccc3o2)CC1
 : i | 0.08
- COc1ccc(CNC(=O)COC(=O)c2ccc3c(c2)OCCO3)cc1
 : i | 2.28
- O=C(Cc1cccs1)NCCc1ccc(F)cc1
 : i | 1.5
- CCSc1ncc(Cl)c(C(=O)Nc2ccc(S(N)(=O)=O)cc2)n1
 : i | 0.04
- CC(C)N(Cc1ccccc1)C(=S)Nc1cccnc1
 : i | 0.02
- O=C(COC(=O)c1cccc(S(=O)(=O)N2CCOCC2)c1)c1ccccc1
 : i | -0.62
- N#CCCn1cnc2c(=S)nc[nH]c21
 : i | -0.72
- O=C(CNS(=O)(=O)c1ccccc1)OCC(=O)c1ccc(Br)cc1
 : i | 1.47
- COc1ccc(CNC(=O)c2cc(S(=O)(=O)N3CCOCC3)cn2C)cc1
 : i | 0.02
- Cc1cc(C)n(C(=O)c2cc3ccccc3c(=O)o2)n1
 : i | -0.29
- CSC1=NS(=O)(=O)c2c(C)nn(C)c2S1
 : i | -2.92
- c1ccc2[nH]c(SCCN3CCOCC3)nc2c1
 : i | 0.78
- CCOC(=O)/C=c1\s/c(=C(\C#N)C(=O)OCC)n(-c2ccccc2)c1=O
 : i | -1.38
- O=C(Cn1c(-c2cscn2)nc2ccccc21)Nc1ccc2ccccc2c1
 : i | 0.76
- CCOc1ccccc1N(CC(=O)Nc1cc(OC)ccc1OC)S(C)(=O)=O
 : i | 1.19
- CCCOC(=O)c1cc2ccccc2oc1=O
 : i | -0.99
- O=C(/C=C/c1ccccc1)C1=C(O)C(=O)N(CCO)C1c1ccccc1[N+](=O)[O-] (stereo not drawn)
 : i | 1.53
- Cc1cc(C)c2nc3s/c(=C/c4ccc5c(c4)n(C)c(=O)n5C)c(=O)n3c2c1
 : i | 0.28
- Cc1cccc(OCC(=O)NCc2cc(C)nc3ccccc23)c1
 : i | -0.86
- C/C(CC(=O)Nc1ccccn1)=N\NC(=O)c1ccccc1O
 : i | 0.22
- COc1ccc(C(=O)NC(Nc2ccccc2)C(Cl)(Cl)Cl)cc1 (stereo not drawn)
 : i | 0.89
- CN1CCN(C(=O)/C=C/c2cccc(Cl)c2)CC1
 : i | -2.15
- Cc1c(N=Cc2c(O)n(C)c(=O)c3ccccc23)c(=O)n(-c2ccccc2)n1C
 : i | -0.02
- COc1ccc2nc(NC(=O)CN3C(=O)NC4(CCCCC4)C3=O)sc2c1
 : i | 0.49
- O=C(Nc1ccc(N2CCCC2)cc1)c1ccc(Cl)cc1Cl
 : i | -1.04
- O=C1c2[nH]nc(-c3ccccc3O)c2C(c2cccc(O)c2)N1Cc1ccco1 (stereo not drawn)
 : i | -0.55
- N#Cc1cc2c(=O)n3ccccc3nc2n(Cc2cccnc2)c1=O
 : i | 0.55
- N#CCC(=O)Nc1ccc(C(=O)NCc2cccc(Cl)c2)cc1
 : i | 0.35
- Cc1ccc(C(=O)N(CCCN(C)C)c2nc3ccc(Cl)cc3s2)cc1C
 : i | -3.53
- O=C(O)Cc1sc(-c2ccccc2)nc1-c1ccccc1
 : i | -0.53
- O=C(COc1ccc(Br)cc1)N1CCNC1=O
 : i | 0.02
- NS(=O)(=O)c1ccc(CCNC(=O)CSc2ccccc2)cc1
 : i | -0.62
- Cc1onc(-c2ccccc2)c1C(=O)N1CCN(S(=O)(=O)c2ccccc2Br)CC1
 : i | -0.84
- CCOC(=O)c1sc(NC(=O)C(C)Sc2nc(N)cc(=O)[nH]2)nc1C (stereo not drawn)
 : i | -0.02
- CN(C)N=Nc1nc2c(c(=O)n(C)c(=O)n2C)n1C
 : i | 0.15
- NC(=S)NNC(=O)c1cccc(Cl)c1
 : i | 0.84
- COC(=O)c1c(C(=O)OC)c2n(c1C)Cc1ccccc1C2
 : i | -0.4
- Cc1cc(SCc2ccc(F)cc2)nc(=O)[nH]1
 : i | 1.82
- Cc1ccnc(SCC(=O)c2cc3ccccc3o2)n1
 : i | 0.03
- O=C(NCc1cccnc1)C1CCN(c2ccc(S(=O)(=O)N3CCOCC3)cc2Cl)CC1
 : i | 0.84
- CC(=O)c1cccc(NC(=O)CN(C)S(=O)(=O)c2cccc3nsnc23)c1
 : i | 1.78
- CC1CCC/C(=N/Nc2ccc([N+](=O)[O-])cc2[N+](=O)[O-])C1 (stereo not drawn)
 : i | 0.33
- CCCOc1ccc(C(=O)Nn2c(C)nc3ccccc3c2=O)cc1
 : i | 0.67
- CC(=O)Nc1c(O)nc(SC/C=C/CSc2nc(O)c(NC(C)=O)c(=O)[nH]2)[nH]c1=O
 : i | 0.22
- COc1ccc(Nc2nc(N)nc(SCc3nnc(C)s3)n2)cc1
 : i | 0.91
- CCOC(=O)c1c(NC(=O)CSc2nnc(CN3CCOCC3)n2C)sc2c1CCCC2
 : i | 0.01
- O=C(C1CCN(S(=O)(=O)c2ccccc2)CC1)N1CCN(Cc2ccc3c(c2)OCO3)CC1
 : i | 0.32
- O=C(O)c1cc(S(=O)(=O)Nc2cccc(Oc3ccccc3)c2)ccc1Br
 : i | -0.83
- Cc1ccc(Cl)cc1NS(=O)(=O)c1ccc2oc(=O)ccc2c1
 : i | -0.88

# Outcome played no part in choosing rows. Share with any hit: about 1.8%.
